# Compound activity deposited in PubChem by several laboratories.
# KCNQ1 inh: blocks the human KCNQ1 potassium channel | P51787 | B-score at 10 µM | actives 1.3% (n = 310,000) | CHO-K1 KCNQ1, FluxOR thallium flux fluorescence; stronger effect = higher value;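 active = compounds whose thallium flux B-score, printed positive for inhibition, exceeds three library SD while starting fluorescence stays within three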;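 also: channel opened by potassium depolarization with thallium stimulus after 20 min compound exposure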
# ANO1 block: blocks the mouse calcium-activated chloride channel TMEM16A; HEK293 TMEM16A/YFP iodide influx fluorescence, ionomycin; normalized B-score (activity score, 25-100; higher = stronger inhibition) at 10 µM; actives 1.2% (n = 310,000); AID 588511;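 active = ratio plate-corrected score three or more library SD toward inhibition, starting fluorescence score within five deviations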;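 also: score derived from kinetic fluorescence span divided by baseline fluorescence per well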
# KCNK3 block: human KCNK3 channel inhibition, primary screen | CHO-KCNK3 thallium flux, FluxOR fluorescence; stronger effect = lower value | B-score at 10 µM | actives 0.84% (n = 340,000);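 active = B-score under library mean minus 4 SD, starting fluorescence ratio at most library mean plus 5 SD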;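 also: more negative B-score means stronger inhibition of thallium flux through KCNK3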
# TRPC4 potent: allosteric potentiators of mouse TRPC4 channel; actives 0.42% (n = 310,000); AID 2227; HEK293 TRPC4beta/mu-opioid, DAMGO EC20, Fluo-4 Ca2+ flux; stronger effect = higher value; B-score at 10 µM;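 active = B-score of calcium response area above 5 SD of library B-scores, with initial fluorescence ratio within 5 SD of library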;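 also: B-score of integrated fluorescence ratio over time as area under calcium response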
# KCNK9 inh: human KCNK9 channel inhibition. B-score at 10 µM. Q9NPC2. actives 1.2% (n = 310,000). HEK293 KCNK9, FluxOR thallium flux fluorescence; stronger effect = lower value. AID 488922;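 active = ratio B-score over 3 SD below the library mean, with starting fluorescence within 5 SD of its mean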;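 also: negative B-score means less thallium flux so channel inhibition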
# Target sequence (Q9NPC2 whole entry, looked up): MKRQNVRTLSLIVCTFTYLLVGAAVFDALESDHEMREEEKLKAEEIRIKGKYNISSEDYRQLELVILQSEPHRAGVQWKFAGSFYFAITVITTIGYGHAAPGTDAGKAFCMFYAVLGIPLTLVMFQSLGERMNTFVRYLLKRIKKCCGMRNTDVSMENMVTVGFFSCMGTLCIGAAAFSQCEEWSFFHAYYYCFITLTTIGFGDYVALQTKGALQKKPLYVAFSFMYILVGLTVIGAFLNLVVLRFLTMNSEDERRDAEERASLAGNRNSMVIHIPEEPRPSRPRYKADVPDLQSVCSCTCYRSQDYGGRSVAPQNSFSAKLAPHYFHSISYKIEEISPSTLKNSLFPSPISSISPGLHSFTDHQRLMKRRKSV
# TRPC4 act: opens the mouse TRPC4 cation channel; B-score at 10 µM; HEK293 TRPC4beta/mu-opioid, Fluo4 calcium fluorescence; stronger effect = higher value; Q9QUQ5; actives 0.49% (n = 310,000); AID 2237;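 active = B-score above 5 SD of library B-scores, and initial fluorescence ratio not above library mean plus 5 SD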;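 also: positive B-score marks a calcium rise read as TRPC4 activation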
#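 Assay system: HEK293 cells stably co-expressing mouse TRPC4beta and mu-opioid receptor / Timing: Fluo4 dye loading 45 min at room temperature, 110 s recording / Signal: Fluo4 calcium-sensitive dye fluorescence, kinetic, 1 Hz baseline / Read-out: integrated baseline-normalised fluorescence ratio, converted to per-well B score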
# KCNQ1 pot: human KCNQ1 channel potentiation or activation | AID 2648 | B-score at 10 µM | P51787 | actives 0.35% (n = 310,000) | CHO-K1 KCNQ1, thallium flux FluxOR fluorescence; stronger effect = higher value;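 active = fluorescence ratio B-score, a plate-corrected score, at least three library SD, with initial intensity B-score within 5 SD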
#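 System: CHO-K1 cells stably expressing KCNQ1 / Medium: assay buffer for compound exposure, DMSO matched across wells / Reagent: thallium- and potassium-containing depolarizing buffer / Compound: one concentration, matched DMSO / Incubation: 20 min compound pretreatment at room temperature / Measured by: kinetic FluxOR fluorescence, 10 s baseline plus 110 s post-stimulus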
# Dyrk1A ADPGlo: inhibitors of rat Dyrk1A kinase. actives 0.43% (n = 310,000). Q63470. AID 504441. inhibition, % at 12.5 µM. ADP-Glo luminescence, NFATc1 peptide; in the data active = inhibition above about 50%;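 also: plate controls were vehicle with enzyme for no effect and no enzyme for full effect; many of its hits are not listed in these tables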
# hERG protect: shields human hERG channel from block by proarrhythmic agents; actives 0.51% (n = 310,000); AID 1511; CHO-hERG, FluxOR thallium flux, dofetilide IC70 present; activation (rescue from dofetilide block), less the hit threshold, % at 10 µM;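 active = activation above the mean of controls blocked by dofetilide plus 5 SD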;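 also: thallium influx through hERG after potassium depolarization seen as dye fluorescence rise; in these data hits start at about 4.7%; inactives centre near -7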
# ANO1 activ: activators or potentiators of mouse TMEM16A chloride channel. HEK293 TMEM16A/YFP-H148Q/I152L, iodide quench fluorescence; stronger effect = lower value. Q8BHY3. B-score at 10 µM. actives 0.3% (n = 340,000);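 active = fluorescence-ratio B-score plate-corrected deviation score at least 3 library SD below zero, with starting fluorescence score within 5 deviations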;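 also: channel opened by trigger with iodide after compound preincubation; score built on the fluorescence ratio of max minus min over baseline; more negative score means more quench and so TMEM16A activation or potentiation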
# HDAC3 inh: inhibitors of human histone deacetylase 3. O15379. inhibition, % at 8.3 µM. actives 0.15% (n = 320,000). AID 2718. recombinant HDAC3, fluorogenic peptide/trypsin coupled, fluorescence; in the data active = inhibition above about 26%, passing the limit was not always enough; inconclusive = no clear call, values can overlap the other calls
# Target sequence (O15379 whole entry, looked up): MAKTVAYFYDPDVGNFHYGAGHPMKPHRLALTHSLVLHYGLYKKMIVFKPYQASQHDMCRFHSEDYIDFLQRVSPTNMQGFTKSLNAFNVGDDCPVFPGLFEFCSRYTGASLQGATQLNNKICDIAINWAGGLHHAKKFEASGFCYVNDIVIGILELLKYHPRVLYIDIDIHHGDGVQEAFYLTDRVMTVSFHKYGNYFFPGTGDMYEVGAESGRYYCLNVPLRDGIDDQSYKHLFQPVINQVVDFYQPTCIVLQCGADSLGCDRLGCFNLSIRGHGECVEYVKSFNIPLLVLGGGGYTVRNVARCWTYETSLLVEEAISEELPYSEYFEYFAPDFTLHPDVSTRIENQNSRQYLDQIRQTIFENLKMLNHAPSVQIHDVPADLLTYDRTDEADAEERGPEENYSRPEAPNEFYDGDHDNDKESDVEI
# Numbers without * were called inactive; i = inactive; ? = inconclusive; · = not tested or not shown. An excerpt. The share of hits here may be higher or lower than overall.
SMILES,KCNQ1 inh,ANO1 block,KCNK3 block,TRPC4 potent,KCNK9 inh,TRPC4 act,KCNQ1 pot,Dyrk1A ADPGlo,hERG protect,ANO1 activ,HDAC3 inh
COc1ccc(C(=O)Nc2ccc(C)cc2C(=O)c2ccccc2)c(OC)c1,i,i,i,i,i,i,i,6,-14,i,-2
COCCN=C1N[C@@H](c2ccc(Br)cc2)C(C(=O)OC)=C(C)N1Cc1ccccc1,i,i,i,i,i,i,i,1,-15,i,-2
CN(C)S(=O)(=O)c1cccc(C(=O)N2CCN(Cc3ccccc3)CC2)c1,i,i,i,i,i,i,i,-5,-7,i,-3
CC1=N/C(=C/c2cc(Br)cc(Br)c2O)C(=O)O1,i,i,i,i,i,i,i,-10,-1,i,2
Cc1ccc(CNC(=O)COc2ccc(C(=O)c3ccc(F)cc3)cc2)cc1,i,i,i,i,i,i,i,-4,-9,i,-6
COC(=O)c1cc(Br)c(=O)n(Cc2ccc(OC)c(OC)c2)c1,i,i,i,i,i,i,i,7,-4,i,0
COc1cc(C(=O)N/N=C/c2ccc(OC(=O)c3ccccc3Cl)c(OC)c2)ccc1O,6*,i,i,i,i,i,i,·,-18,i,6
COc1ccc2nc(N(CCN(C)C)C(=O)/C=C/c3cccs3)sc2c1,i,i,i,i,i,i,i,·,-9,i,?
CCN1CCCC1CNC(=O)C(=O)NC(C)C (configuration not stated),i,i,i,i,i,i,i,-2,-13,i,6
O=C(O)CCN1C(=O)c2ccc(Oc3ccc([N+](=O)[O-])cc3)cc2C1=O,i,i,i,i,i,i,i,4,-1,i,7
CCOC(=O)Cn1c(=O)c(-c2cc(Br)ccc2N)nc2ccccc21,i,i,i,i,i,i,i,6,-12,i,-3
COc1ccc2nc3sc(C(=O)NCCCN4CCc5ccccc5C4)cc3cc2c1,i,i,i,i,i,i,i,21,-19,i,4
COC(=O)c1ccc(NC(=O)COC(=O)C2CCC2)cc1,i,i,i,i,i,i,i,-4,-13,i,-1
Cc1c(C(=O)O)oc2ccc(S(=O)(=O)N3CCC(C)CC3)cc12,·,i,i,·,·,·,·,4,·,i,-1
COc1cc(-c2nnn(CC(=O)NC3CCS(=O)(=O)C3)n2)ccc1OCc1ccccc1 (configuration not stated),i,i,i,i,i,i,i,-3,-6,i,-1
CCc1ccc(C(=O)COC(=O)C(CCSC)NC(=O)C23CC4CC(CC(C4)C2)C3)cc1 (configuration not stated),i,i,i,i,i,i,i,4,-7,i,0
CCN(CC)S(=O)(=O)c1ccc(NC(=S)Nc2ccccc2)cc1,i,i,i,i,i,i,i,4,-3,i,-5
O=C(C1CCN(C2CC(=O)N(c3ccc(F)cc3)C2=O)CC1)N1CCOCC1 (configuration not stated),i,i,i,i,i,i,i,11,-8,i,-3
O=C(NCCc1c[nH]c2ccccc12)/C(=C/c1cccnc1)NC(=O)c1ccco1,i,i,i,i,i,i,i,1,-18,i,1
O=C1CC(c2ccccc2)C(C(=O)Nc2ccccc2F)N1 (configuration not stated),i,i,i,i,i,i,i,-2,-8,i,0
Cc1nc2ccccn2c1C(=O)NCc1ccc2c(c1)OCO2,i,i,i,i,i,i,i,·,-6,i,·
COc1cc(/C=N/N(C)C)cc(Br)c1O,i,i,i,i,i,i,i,2,-16,i,4
COc1ccc(C(=O)Nc2cccc(C(=O)N3CCCC3)c2)cc1,i,i,i,i,i,i,i,-1,-6,i,7
COC(=O)c1c(NC(=O)C(C)C)sc2c1C(C(=O)OC)CC2 (configuration not stated),i,i,i,i,i,i,i,-4,-11,i,-3
CCN(c1cccc(C)c1)c1ncnc2nc[nH]c12,i,i,i,i,i,i,i,7,-2,i,-3
COc1cccc2c1OCC(C(=O)OCc1cccnc1)=C2,i,i,i,i,i,i,i,2,-11,i,-6
CC1=N/C(=C/c2cccnc2)C(=O)O1,i,i,i,i,i,i,i,-4,-13,i,5
COc1ccc(CC(=O)NCc2cccc(CNC(=O)Cc3ccc(OC)c(OC)c3)c2)cc1OC,i,i,i,i,i,i,i,4,-2,i,5
CN(C)c1ccc(C(c2nnnn2C(C)(C)C)N2CCc3ccccc3C2)cc1 (configuration not stated),i,·,·,i,i,i,i,·,0,·,·
CCOC(=O)C(=O)C1=CN(Cc2ccccc2)C=C(C#N)C1,i,i,i,i,i,i,i,-4,-5,i,0
c1ccc(Cc2nn3c(Cn4cnc5ccccc54)nnc3s2)cc1,i,i,i,i,i,i,i,4,-8,i,-4
O=C(CSc1ncccn1)NC1CCCc2ccccc21 (configuration not stated),i,i,i,i,i,i,i,-1,-10,i,2
Cc1cc2oc(=O)cc(CN(C)Cc3cccc(F)c3)c2cc1C,i,i,-8.7*,i,i,i,i,4,-8,i,5
O=C(Nc1nnc(-c2ccccc2SCc2ccccc2)s1)Nc1ccccc1F,i,i,i,i,i,i,i,0,-3,i,-11
COc1ccc(N(CC(=O)NC2CCCC2)C(=O)Cn2nnc(-c3ccc(C)cc3)n2)cc1OC,i,i,i,i,i,i,i,·,-7,i,-4
CCOC(=O)c1cc([N+](=O)[O-])sc1NC(=O)CC,i,i,i,i,i,i,i,-5,-18,i,4
CCOc1cc(N2CCOCC2)c(OCC)cc1NC(=O)Cc1cccc(OC)c1,i,i,i,i,i,i,i,-7,-10,i,3
COc1ccccc1OCC(=O)Nc1ccc(S(=O)(=O)Nc2cc(C)on2)cc1,i,i,i,i,i,i,i,0,-8,i,-5
CCCCN1C[C@H](C)[C@@H](CC(=O)NCc2ccccc2)C1=O,i,i,i,i,i,i,i,9,-4,i,-5
CC(C)OP(=O)(CCP(=O)(OC(C)C)OC(C)C)OC(C)C,i,i,i,i,i,i,i,·,-8,i,10

# One compound at a time, as listed above:
# COc1ccc(N(CC(=O)NC2CCCC2)C(=O)Cn2nnc(-c3ccc(C)cc3)n2)cc1OC in the list: KCNQ1 inh: i; ANO1 block: i; KCNK3 block: i; TRPC4 potent: i; KCNK9 inh: i; TRPC4 act: i; KCNQ1 pot: i; Dyrk1A ADPGlo: ·; hERG protect: -7; ANO1 activ: i; HDAC3 inh: -4
# O=C(CSc1ncccn1)NC1CCCc2ccccc21 (configuration not stated) in the list: KCNQ1 inh: i; ANO1 block: i; KCNK3 block: i; TRPC4 potent: i; KCNK9 inh: i; TRPC4 act: i; KCNQ1 pot: i; Dyrk1A ADPGlo: -1; hERG protect: -10; ANO1 activ: i; HDAC3 inh: 2

# (more compounds)
SMILES,KCNQ1 inh,ANO1 block,KCNK3 block,TRPC4 potent,KCNK9 inh,TRPC4 act,KCNQ1 pot,Dyrk1A ADPGlo,hERG protect,ANO1 activ,HDAC3 inh
CC(C)(/C=N/O)/[N+]([O-])=C/c1ccco1,i,i,i,i,i,i,i,-1,-4,i,2
O=C1/C(=C\c2ccc(-c3ccccc3[N+](=O)[O-])o2)C(c2ccccc2)=NN1c1ccccc1,i,i,i,i,i,i,i,2,0,i,5
CCOC(=O)c1cc2sccc2n1Cc1ccccc1,i,i,i,i,i,i,i,4,-9,i,-2
COc1ccc(-c2cc(C(=O)N3CCCC3)no2)cc1OC,i,i,i,i,i,i,i,-2,0,i,-2
CC(=O)N(C(C)=O)n1c(/C=C/c2cccc([N+](=O)[O-])c2)nc2ccccc2c1=O,i,i,i,i,i,i,i,-5,1,i,2
O=C(/C=C/c1ccc(Cl)cc1)N1CCN(c2ccc([N+](=O)[O-])c(N3CCOCC3)c2)CC1,i,i,i,i,i,i,i,-8,-8,i,-4
COc1ccc(C2=NN(C(=O)CN3CCCCC3)C(c3ccc(OC)cc3)C2)cc1 (configuration not stated),i,i,i,i,i,i,i,·,-3,i,-6
Cc1ccc(NC(=O)C2C(C(=O)O)C3C=CC2C32CC2)cc1 (configuration not stated),i,i,i,i,i,i,i,-5,0,i,1
CCCCn1nnc(NC(=O)c2ccc(-c3ccccc3[N+](=O)[O-])o2)n1,i,i,i,i,i,i,i,7,-31,i,?
Fc1ccc(CNc2ncnc3cc(Cl)ccc23)cc1,i,i,i,i,i,i,i,0,0,i,0
CC(NS(=O)(=O)c1ccc(Cl)cc1)C(=O)Nc1ccc2c(c1)OCCO2 (configuration not stated),i,i,i,i,i,i,i,-1,-4,i,-11
Cc1nc(NCCc2cnc[nH]2)c2oc3ccccc3c2n1,i,i,i,i,i,82*,i,2,-15,i,4
COc1ccc(-c2csc(NC(=O)CN3C(=O)NC4(CCCC4)C3=O)n2)cc1,i,i,i,i,i,i,i,1,-6,i,-6
CCCOc1ccccc1OCC(=O)Nc1ccc(S(=O)(=O)N2CCCC2)cc1,i,i,i,i,i,i,i,-8,-13,i,4
COc1ccccc1S(=O)(=O)CC(O)COc1ccc(F)cc1Cl (configuration not stated),i,i,i,i,i,i,i,4,-8,i,-5
CCCC(=O)Nc1nc(-c2ccc(Cl)s2)cs1,i,i,i,i,i,i,i,10,-3,i,5
O=C(Cc1ccccc1Cl)NCc1cccnc1,i,i,i,i,i,i,i,-3,-4,i,-2
Cc1ccc(CNC(=O)C2CCCN(S(=O)(=O)c3ccc(F)cc3)C2)cc1 (configuration not stated),i,i,i,i,i,i,i,3,-1,i,-4
CCOc1ccccc1NC(=O)c1nc[nH]c1C(=O)Nc1ccccc1OCC,i,i,i,i,i,i,i,2,-7,i,-8
COc1ccccc1C(=O)Nc1ccc(C(=O)c2ccccc2)cc1,i,i,-13*,i,-12*,i,i,2,-9,i,1
CCOC(=O)c1c[nH]c2c(C)ccc(Cl)c2c1=O,i,i,i,i,i,i,i,5,-6,i,-1
CCc1ccc(N(C(=O)CNC(=O)c2cccs2)C(C(=O)NC(C)(C)C)c2cc(OC)c(OC)c(OC)c2)cc1 (configuration not stated),i,i,i,i,i,i,i,30,-4,i,3
CCc1nc(SCc2ccc(Br)cc2)n[nH]1,i,i,i,i,i,i,i,0,-8,i,2
CCN=C(NCC)SC1CC(=O)N(CCc2ccccc2)C1=O (configuration not stated),i,i,i,i,i,i,i,·,-11,i,-1
COCCn1c(-c2ccccc2F)n[nH]c1=S,i,i,i,i,i,i,i,8,-5,i,-7
Cc1ccccc1NS(=O)(=O)c1cc(C(=O)N2CCCC2)ccc1Cl,i,i,i,i,i,i,i,-4,-7,i,-1

# Looked up by compound from the entries so far (two):
SMILES,KCNQ1 inh,ANO1 block,KCNK3 block,TRPC4 potent,KCNK9 inh,TRPC4 act,KCNQ1 pot,Dyrk1A ADPGlo,hERG protect,ANO1 activ,HDAC3 inh
COCCn1c(-c2ccccc2F)n[nH]c1=S,i,i,i,i,i,i,i,8,-5,i,-7
Cc1ccccc1NS(=O)(=O)c1cc(C(=O)N2CCCC2)ccc1Cl,i,i,i,i,i,i,i,-4,-7,i,-1
